# ARFGAP1 inh – inhibits rat ARF GTPase activating protein 1. Q62848. Arfgap1-stimulated ARF1 GTP hydrolysis, GDP FP detection. inhibition, % at 16.5 µM. 360,000 tested, 0.26% active. AID 651572;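 active = inhibition above a per-plate limit, mean inhibition of low control wells plus 3 SD, cut at about 25% in these data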;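 also: 0% = DMSO wells with enzyme and 100% = wells lacking Arfgap1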
#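 Material – truncated rat Arfgap1 GAP domain · Buffer or medium – HEPES-based buffer, pH 7.5 · Reagent – human ARF1(Δ1-17)-GTP substrate · Dosing – 16.5 µM single point, 1.26% DMSO · Schedule – GTP hydrolysis reaction 2 h at 25 °C · Technique – GDP detection by fluorescence polarization · Benchmarks – No-Arfgap1 wells (100%) versus DMSO full-reaction wells (0%) · Repeats – single replicate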
# sPLA2-III inh – Inhibits HGIII-sPLA2 liposome hydrolysis, primary screen | Q9NZ20 | inhibition, % at 12.2 µM | QFRET BODIPY PC-A2 liposome hydrolysis, fluorescence | 370,000 tested, 0.56% active;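 active = inhibition above mean plus 3 SD of compounds lying within the high and low control bounds, cut at about 19% in these data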;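 also: 0% = median of test compound wells and 100% = no enzyme DMSO wells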
# Target sequence (Q9NZ20 whole entry, looked up): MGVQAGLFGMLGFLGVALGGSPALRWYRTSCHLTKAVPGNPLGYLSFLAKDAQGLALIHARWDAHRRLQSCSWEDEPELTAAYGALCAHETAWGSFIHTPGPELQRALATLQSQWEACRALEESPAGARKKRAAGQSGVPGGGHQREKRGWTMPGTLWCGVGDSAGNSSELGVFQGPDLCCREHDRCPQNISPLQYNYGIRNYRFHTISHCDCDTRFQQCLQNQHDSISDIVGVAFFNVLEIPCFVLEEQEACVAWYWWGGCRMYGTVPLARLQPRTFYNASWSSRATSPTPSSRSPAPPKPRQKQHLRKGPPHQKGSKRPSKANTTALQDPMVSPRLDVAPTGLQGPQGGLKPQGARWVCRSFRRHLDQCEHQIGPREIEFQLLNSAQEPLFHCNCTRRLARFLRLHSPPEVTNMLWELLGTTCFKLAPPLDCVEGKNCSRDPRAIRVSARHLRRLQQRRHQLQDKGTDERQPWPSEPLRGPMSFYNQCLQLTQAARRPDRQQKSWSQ
# DDE Tn7 FP inh – DD(E)-Tn7 binding inhibition, primary FP screen. P02675. FP displacement of FITC-Tn7 peptide from fibrin DD(E); 0% = median of compound wells per plate. inhibition, % at 8.3 µM. 370,000 tested, 0.13% active;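 active = inhibition above the mean of compounds falling within the control limits plus 3 SD of them, cut at about 14% in these data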;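 also: 0% = plate median of compound wells and 100% = 10 µM Aha-Tn7 peptide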
# Target sequence (P02675 whole entry, looked up): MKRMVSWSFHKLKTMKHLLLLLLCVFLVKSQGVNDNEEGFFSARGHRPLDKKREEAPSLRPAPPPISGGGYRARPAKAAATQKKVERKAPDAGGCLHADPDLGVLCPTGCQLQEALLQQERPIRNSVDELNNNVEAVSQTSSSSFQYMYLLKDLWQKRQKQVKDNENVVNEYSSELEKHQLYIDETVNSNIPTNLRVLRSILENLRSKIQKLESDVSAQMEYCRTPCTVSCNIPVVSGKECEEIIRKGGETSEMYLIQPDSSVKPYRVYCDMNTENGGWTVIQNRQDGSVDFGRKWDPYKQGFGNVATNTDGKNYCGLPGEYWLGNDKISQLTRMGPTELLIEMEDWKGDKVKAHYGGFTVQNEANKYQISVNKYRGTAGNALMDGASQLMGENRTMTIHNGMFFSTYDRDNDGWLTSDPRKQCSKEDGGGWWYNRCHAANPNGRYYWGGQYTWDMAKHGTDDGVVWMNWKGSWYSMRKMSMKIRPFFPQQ
#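 System: human fibrin DD(E); quantity: Fibrin-DD(E) at 2 µM final; also added: fluorescent Tn7 probe at 0.1 µM; compound dosing: single nominal test concentration of 8.3 µM per compound; schedule: 10 min preincubation, 3 h with tracer, room temperature; detection: fluorescence polarization of the labelled Tn7 tracer; repeats: one replicate per compound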
# KLK7 zymogen act – proKLK7 (human) activation, primary screen; P49862; purified proKLK7, EDANS-DABCYL substrate fluorescence; 100% is mature enzyme control, 0% vehicle; activation, % at 7 µM; 370,000 tested, 0.9% active;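 active = activation above the mean of all tested compounds plus 3 SD, computed per campaign excluding outliers beyond control limits, cut at about 13% in these data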
# PLC-beta3 inh – inhibitors of human phospholipase C beta3; Q01970; Purified PLC-beta3, fluorogenic substrate, fluorescence; inhibition, % at 12.2 µM; 370,000 tested, 0.18% active; AID 720704; in the data active = inhibition above about 11%;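 also: 0% = median of compound wells on plate and 100% = full blocker control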
# ASAP1 inh – inhibitors of human ASAP1 ArfGAP activity; Q9ULH1; ASAP1-stimulated ARF1 GTP hydrolysis, GDP FP detection; inhibition, % at 16.5 µM; 360,000 tested, 0.19% active; in the data active = inhibition above about 25%;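 also: 0% = vehicle with enzyme and substrate and 100% = no enzyme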
# Tn6 DDE FP – inhibitors of Tn6 peptide binding to human fibrin DD(E). inhibition, % at 8.3 µM. 370,000 tested, 0.21% active. Fibrin DD(E) TRITC-Tn6 fluorescence polarization displacement. AID 720509. P02675;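 active = inhibition above a per-campaign cutoff: mean of compounds within control limits plus 3 SD, cut at about 15% in these data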;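 also: 0% = median of all compound wells on the plate and 100% = blocking peptide control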
# UHRF1 binding – UHRF1 methyl-DNA binding inhibition. Q96T88. UHRF1 binding to methylated oligo, TR-FRET. inhibition, % at 4.4 µM. 370,000 tested, 0.75% active; in the data active = inhibition above about 21%;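 also: UHRF1 SRA domain binding a hemimethylated CpG hairpin DNA probe; 0% = median of test compound wells and 100% = reference inhibitor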
# PLCg1 inh – blocks human PLC-gamma1 enzyme activity; 370,000 tested, 0.84% active; AID 720700; P19174; inhibition, % at 12.2 µM; purified PLC-gamma1, fluorogenic substrate, fluorescence; in the data active = inhibition above about 9.5%
# NR1D1 modulator – Rev-erb alpha (human) modulation; Rev-erbα–FITC-DNA binding, fluorescence polarization, 90 min; AID 1259318; activity, % at 10 µM; 370,000 tested, 0.79% active;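 active = activity above about 14%, limit read from the data; passing the limit was not always enough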;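 also: 0% = DMSO wells with 35 nM protein and 100% = DMSO wells with 750 nM protein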
# Active calls of the source: *; & = joins results of further samples. No enrichment for hits. Share with any hit: about 4.5%.
# Values run as follows: ARFGAP1 inh | sPLA2-III inh | DDE Tn7 FP inh | KLK7 zymogen act | PLC-beta3 inh | ASAP1 inh | Tn6 DDE FP | UHRF1 binding | PLCg1 inh | NR1D1 modulator
1: COc1ccc(-c2oc3ccc(-c4cc(OC)c(OC)c(OC)c4)cc3c2-c2ccc(OC)nc2)cc1
    5 | 3 | -5 | 0.0 | -7 | 3 | 1 | 7 | -4 | 5
2: CCOCCCNc1nc(-c2ccccc2)nc2ccccc12
    4 | -2 | -1 | -0.1 | -20 | 9 | -2 | 3 | -9 | 2
3: COc1ccc(OC)c(C(O)c2ncc(-c3cccc4ccccc34)[nH]2)c1 (stereo unspecified)
    -2 | -8 | -3 | 0.2 | -5 | 1 | 0 | -1 | -3 | -2
4: CCOC(=O)c1cc(C)sc1N1C(=O)C2C3C=CC(C3)C2C1=O (stereo unspecified)
    4 | 0 | -11 | 0.4 | 10 | -7 | -14 | 2 | 2 | 0
5: CC1CN(C(=O)CCC(=O)NCCCN2C(C)CCCC2C)c2ccccc2O1 (stereo unspecified)
    -2 | 1 | 0 | -0.7 | 2 | -2 | 4 | 0 | 3 | -4
6: COc1ccc(OC)c(/C=C(\NC(=O)c2ccccc2)C(=O)N/N=C/c2ccc(C)s2)c1
    3 | 4 | 3 | -25 | -360 | 13 | 3 | -4 | -297 | 0
7: O=S(=O)(c1ccc(Cl)cc1)N1CCN(Cc2ccc(O)c3ncccc23)CC1
    3 | 8 | -5 | -0.2 | -9 | -8 | -10 | -4 | -3 | -1
8: COc1ccc(N=C2NN=C(c3ccc4c(c3)OCCO4)CS2)cc1
    4 | -8 | -2 | 0.7 | -3 | -11 | 7 | -2 | -4 | -3
9: O=C1CC(SC(=Nc2ccccc2)Nc2ccccc2)C(=O)N1c1cccc2ccccc12 (stereo unspecified)
    -7 | -1 | 1 | -0.3 | 3 | 2 | 4 | 0 | 3 | 7
10: COC(=O)c1ccc(/C=C/c2c(-c3ccsc3)sc3ccccc23)cc1
    13 | 1 | 0 | -0.7 | -91 | 9 | 2 | 23* | -52 | -3
11: Cc1coc2c(C)c3oc(=O)c(CCC(=O)NCCC(=O)O)c(C)c3cc12
    7 | 15 | -5 | 7.7 | -88 | 7 | -3 | 3 | -43 | -5
12: CC(=O)c1sc(NC(=O)COc2ccc(Br)cc2)nc1C
    -3 | -2 | -5 | -0.2 | 0 | 10 | -8 | 6 | -4 | 43*
13: O=C1OC(c2ccccc2)C2(CCCC2)C(=O)C12CCCC2 (stereo unspecified)
    16 | 6 | 6 | -0.1 | -2 | -7 | 4 | 3 | 4 | -5
14: O=C(Nc1cccc(OC(F)(F)F)c1)C1Cc2c(-c3ccccc3Oc3ccccc3)ccnc2O1 (stereo unspecified)
    10 | -20 | -5 | -0.3 | 3 | -1 | -6 | 1 | -2 | 3
15: CC1CN(CCn2cnc3c(N)ncnc32)CC(C)O1 (stereo unspecified)
    0 | 10 | 3 | -0.4 | 0 | 1 | 3 | 0 | -1 | -2
16: CC(=O)c1cccc(S(=O)(=O)N2CCC(C(=O)O)CC2)c1
    11 | 3 | 7 | 0.0 | -4 | 1 | 5 | 0 | -3 | -2
17: COC(=O)c1ccc(C)c(NC(=O)CSc2sc3c(O)cc(=O)[nH]c3c2C#N)c1
    -6 | -4 | 8 | -0.3 | -33 | -15 | -8 | 51* | -7 | -4
18: O=C(O)CCCc1ccc2ccc3cccc4ccc1c2c34
    -2 | -16 | 5 | 1.4 | -360 | 8 | -2 | 2 | -235 | 1
19: CSc1nc(SCC(=O)NCc2ccco2)c2c3c(sc2n1)CN(C)CC3
    -2 | 0 | 2 | 0.8 | -90 | -7 | 8 | -1 | -60 | -17
20: Cc1ccc(S(=O)(=O)Nc2ccncc2)c(C)c1N(C)S(=O)(=O)c1ccc(F)cc1
    -4 | -60 | -1 | -0.1 | 9 | -3 | 0 | -1 | 3 | -2

# Grouped by structure: the compounds so far with an aryl thioether with sulfur outside any ring (two)
# Values run as follows: ARFGAP1 inh | sPLA2-III inh | DDE Tn7 FP inh | KLK7 zymogen act | PLC-beta3 inh | ASAP1 inh | Tn6 DDE FP | UHRF1 binding | PLCg1 inh | NR1D1 modulator
17: COC(=O)c1ccc(C)c(NC(=O)CSc2sc3c(O)cc(=O)[nH]c3c2C#N)c1
    -6 | -4 | 8 | -0.3 | -33 | -15 | -8 | 51* | -7 | -4
19: CSc1nc(SCC(=O)NCc2ccco2)c2c3c(sc2n1)CN(C)CC3
    -2 | 0 | 2 | 0.8 | -90 | -7 | 8 | -1 | -60 | -17

# The listing continues:
# Values run as follows: ARFGAP1 inh | sPLA2-III inh | DDE Tn7 FP inh | KLK7 zymogen act | PLC-beta3 inh | ASAP1 inh | Tn6 DDE FP | UHRF1 binding | PLCg1 inh | NR1D1 modulator
21: Cc1cc(NS(=O)(=O)c2cn(C)nc2C)no1
    3 | 2 | -3 | 0.1 | -6 | 6 | 8 | -2 | -2 | -2
22: CC(C)n1c(=O)c2ccccc2n1S(C)(=O)=O
    3 | 5 | -8 | -0.2 | 2 | -2 | -3 | 1 | 3 | -4
23: CC(=O)c1cc(F)c(N2CCN(C(=O)c3ccco3)CC2)cc1C
    -1 | 5 | -6 | 0.1 | 5 | 10 | -6 | 0 | 6 | 5
24: O=C1NC(c2cccs2)Nc2ccccc21 (stereo unspecified)
    12 | 0 | 3 | 2.2 | -153 | 4 | 1 | 0 | -131 | -2
25: Cc1ccccc1NS(=O)(=O)c1ccc(C(=O)NCC(c2ccco2)N(C)C)cc1 (stereo unspecified)
    2 | -12 | 2 | -0.8 | -7 | 16 | -1 | 3 | -4 | -2
26: COC(=O)c1sc(NC(=O)COc2c(C)cccc2C)nc1C
    6 | -8 | -1 | -0.7 | -3 | 1 | 6 | 2 | -1 | 3
27: Nc1ccc(S(=O)(=O)N2CCOCCOCCOCCOCCOCC2)cc1
    8 | -5 | -8 | 0.4 | -1 | -2 | -1 | -1 | 1 | 2
28: CCOC(=O)c1cc(-c2ccccc2)sc1NC(=O)CN1C(=O)c2ccccc2C1=O
    13 | -3 | -2 | 0.3 | -1 | -12 | 2 | -2 | 3 | 33*
29: COc1cc(C(C)=O)ccc1OCC(=O)NCC(c1ccc(F)cc1)N1CCOCC1 (stereo unspecified)
    -12 | 0 | 0 | -0.3 | -1 | -23 | 6 | -1 | -2 | -3
30: Cn1c(SCC(=O)N/N=C/c2ccccn2)nnc1-c1ccccc1
    -4 | 3 | 6 | -0.3 | -7 | -8 | 4 | 1 | 1 | -4
31: Cc1cccc(C(=O)N2CCN(c3ccc(N4CCOCC4)nn3)CC2)c1
    23 | 2 | -1 | 7.6 | -345 | 7 | 11 | -1 | -249 | -3
32: CCOC(=O)C(Cc1ccccc1)C1(C)Oc2ccccc2O1 (stereo unspecified)
    -2 | 5 | -2 | 0.1 | 0 | 6 | -1 | 2 | 3 | 4
33: COc1ccc(CCn2cnc3c([nH]c4ccccc43)c2=O)cc1
    -4 | -2 | 1 | -0.7 | -4 | 7 | 3 | 1 | 1 | -4
34: NS(=O)(=O)c1ccc(CCNC(=O)CCC(=O)c2cccs2)cc1
    2 | -1 | 1 | -0.8 | -28 | -7 | 2 | 2 | -17 | 1
35: COCCN1C[C@@H](CO)O[C@@H](n2cnc3c(NCCO)ncnc32)C1
    1 | 9 | -3 | 0.2 | -1 | -9 | 7 | -1 | 0 | -7
36: O=C(C1=C(O)C(=O)N(CC2CCCO2)C1c1cccc(O)c1)c1ccco1 (stereo unspecified)
    7 | -1 | 1 | 0.9 | -6 | 4 | 5 | 5 | 0 | -1
37: COCCN(C(=O)CC(C)(C)C)c1nnc(-c2cccnc2)s1
    0 | -2 | 1 | 0.3 | 1 | 3 | 2 | 2 | 1 | 3
38: COc1ccc2c(C=Nc3c(C)n(C)n(-c4ccccc4)c3=O)c(O)n(Cc3ccco3)c(=O)c2c1
    5&-9 | 3&-4 | 6&-8 | -62&-57 | -21&-38 | -10&5 | -5&-7 | 1&-4 | -14&-26 | 2&-7
39: CN(CCCC(=O)NCc1ccccc1)S(=O)(=O)c1ccc([N+](=O)[O-])cc1
    -7 | -1 | -3 | -0.2 | -2 | -14 | 6 | -3 | 3 | -4
40: COc1ccc(N(CC(=O)N/N=C/c2cc(OC)ccc2OC)S(=O)(=O)c2ccccc2)cc1
    11 | 6 | 3 | -2.4 | -15 | -17 | 2 | -3 | -9 | 7
41: Cc1cc(Cl)c(S(=O)(=O)Nc2ccccn2)cc1OCC(N)=O
    2 | 6 | 1 | -0.1 | 0 | -2 | 3 | 0 | 2 | -2

# Structures above that have fluorine, in the order listed:
# Values run as follows: ARFGAP1 inh | sPLA2-III inh | DDE Tn7 FP inh | KLK7 zymogen act | PLC-beta3 inh | ASAP1 inh | Tn6 DDE FP | UHRF1 binding | PLCg1 inh | NR1D1 modulator
14: O=C(Nc1cccc(OC(F)(F)F)c1)C1Cc2c(-c3ccccc3Oc3ccccc3)ccnc2O1 (stereo unspecified)
    10 | -20 | -5 | -0.3 | 3 | -1 | -6 | 1 | -2 | 3
20: Cc1ccc(S(=O)(=O)Nc2ccncc2)c(C)c1N(C)S(=O)(=O)c1ccc(F)cc1
    -4 | -60 | -1 | -0.1 | 9 | -3 | 0 | -1 | 3 | -2
23: CC(=O)c1cc(F)c(N2CCN(C(=O)c3ccco3)CC2)cc1C
    -1 | 5 | -6 | 0.1 | 5 | 10 | -6 | 0 | 6 | 5
29: COc1cc(C(C)=O)ccc1OCC(=O)NCC(c1ccc(F)cc1)N1CCOCC1 (stereo unspecified)
    -12 | 0 | 0 | -0.3 | -1 | -23 | 6 | -1 | -2 | -3
